NSD2 block: blocks human NSD2 histone methyltransferase activity. NSD2-SET H3K36me1 DELFIA fluorescence, biochemical. 44,000 compounds, 0.07% hits. inhibition, % at 12.5 µM. O96028; in the data active means inhibition above about 54%, passing the limit was not always enough;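 further: inhibitors reduce the monomethyl H3K36 fluorescence signal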
Target sequence (O96028 whole entry, looked up): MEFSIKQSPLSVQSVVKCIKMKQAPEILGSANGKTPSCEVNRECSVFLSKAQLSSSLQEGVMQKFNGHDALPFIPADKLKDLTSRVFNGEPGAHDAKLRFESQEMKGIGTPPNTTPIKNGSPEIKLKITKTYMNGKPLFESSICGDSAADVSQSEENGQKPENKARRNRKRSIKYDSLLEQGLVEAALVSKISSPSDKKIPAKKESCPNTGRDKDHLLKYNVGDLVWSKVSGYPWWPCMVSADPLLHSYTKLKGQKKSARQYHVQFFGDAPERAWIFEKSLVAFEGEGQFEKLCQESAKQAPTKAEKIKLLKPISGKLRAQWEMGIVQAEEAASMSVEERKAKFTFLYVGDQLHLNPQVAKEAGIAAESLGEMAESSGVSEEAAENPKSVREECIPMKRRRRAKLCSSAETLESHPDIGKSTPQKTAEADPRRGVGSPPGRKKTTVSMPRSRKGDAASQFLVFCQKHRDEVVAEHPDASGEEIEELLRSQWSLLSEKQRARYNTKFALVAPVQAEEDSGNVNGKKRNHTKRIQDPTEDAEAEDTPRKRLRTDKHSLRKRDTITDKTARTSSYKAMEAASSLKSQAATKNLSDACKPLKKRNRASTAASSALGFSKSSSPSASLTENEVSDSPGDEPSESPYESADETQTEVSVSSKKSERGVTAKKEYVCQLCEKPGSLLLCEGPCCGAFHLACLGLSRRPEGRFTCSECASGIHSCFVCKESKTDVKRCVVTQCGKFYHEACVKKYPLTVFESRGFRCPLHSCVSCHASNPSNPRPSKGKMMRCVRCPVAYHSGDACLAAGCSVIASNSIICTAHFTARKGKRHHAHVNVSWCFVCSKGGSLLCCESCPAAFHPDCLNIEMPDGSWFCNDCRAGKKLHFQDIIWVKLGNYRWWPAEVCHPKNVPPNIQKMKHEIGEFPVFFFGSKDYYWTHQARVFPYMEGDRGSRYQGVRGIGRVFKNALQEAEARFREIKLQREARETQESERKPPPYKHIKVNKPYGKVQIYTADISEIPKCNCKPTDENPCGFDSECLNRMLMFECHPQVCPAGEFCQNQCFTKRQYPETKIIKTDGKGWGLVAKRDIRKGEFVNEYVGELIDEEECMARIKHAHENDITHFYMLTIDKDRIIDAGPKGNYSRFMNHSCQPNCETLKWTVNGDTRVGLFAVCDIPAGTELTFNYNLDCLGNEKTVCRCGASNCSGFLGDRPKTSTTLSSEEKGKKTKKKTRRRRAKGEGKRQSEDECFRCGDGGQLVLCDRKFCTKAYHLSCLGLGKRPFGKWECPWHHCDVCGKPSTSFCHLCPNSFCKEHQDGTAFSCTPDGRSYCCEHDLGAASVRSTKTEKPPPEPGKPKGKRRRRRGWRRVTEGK
Active calls of the source: *. These rows are one share of the data; rates above refer to the full screens.

SMILES	NSD2 block
C[C@@H]1CCCCO[C@@H](CN(C)S(=O)(=O)c2cccs2)[C@H](C)CN([C@@H](C)CO)C(=O)c2cc(NS(=O)(=O)c3ccc(Cl)cc3)ccc2O1	-3.4
C[C@H](CO)N1C[C@H](C)[C@@H](CN(C)S(=O)(=O)c2ccc(Cl)cc2)Oc2ccc(NC(=O)Nc3cccc4ccccc34)cc2CC1=O	3.2
C[C@@H](NC(=O)C[C@@H]1C[C@H]2c3cc(NC(=O)NC4CCCC4)ccc3O[C@H]2[C@H](CO)O1)c1ccccc1	-0.9
O=C(O)C[C@@H]1C[C@H]2c3cc(NS(=O)(=O)c4ccc(F)cc4)ccc3O[C@H]2[C@H](CO)O1	2.6
CNC[C@@H]1Oc2c(NS(=O)(=O)c3ccccc3)cccc2C(=O)N([C@@H](C)CO)C[C@@H]1C	3.2
C[C@H]1CN([C@@H](C)CO)C(=O)c2cccc(NC(=O)c3ccncc3)c2O[C@@H]1CN(C)CC1CCCCC1	1.0
C[C@H]1CN([C@@H](C)CO)C(=O)Cc2cc(NS(=O)(=O)c3ccccc3)ccc2O[C@@H]1CN(C)Cc1ccncc1	-5.4
COc1ccc(S(=O)(=O)Nc2ccc3c(c2)C(=O)N([C@H](C)CO)C[C@@H](C)[C@H](CN(C)Cc2ccncc2)OCCCC[C@H](C)O3)cc1	1.2
O=C(C[C@@H]1C[C@H]2c3cc(NC(=O)CC4CC4)ccc3O[C@H]2[C@H](CO)O1)NCc1ccccc1	-2.6
CC(C)(C)OC(=O)Nc1ccc(/C=N/NC(=O)c2cccc(C(=O)NO)c2)cc1	-4.4
COCC#Cc1ccc2c(c1)O[C@@H](CN(C)C(=O)CC1CC1)[C@H](C)CN([C@H](C)CO)S2(=O)=O	-1.3
C[C@@H]1CN([C@H](C)CO)C(=O)c2cc(NC(=O)Nc3ccc(C(F)(F)F)cc3)ccc2O[C@@H](C)CCCCO[C@H]1CN(C)Cc1ccc(Cl)c(Cl)c1	-2.9
Cc1cc(C(=O)Nc2cccc3c2O[C@H](CN(C)Cc2ccc(C(=O)Nc4ccccc4N)cc2)[C@H](C)CN([C@H](C)CO)C3=O)n(C)n1	-7.4
C[C@H](CO)N1C[C@H](C)[C@H](CN(C)C(=O)C2CCCCC2)OCCCC[C@H](C)Oc2ccc(NC(=O)c3ccncc3)cc2C1=O	-0.7
C[C@@H]1CN([C@H](C)CO)C(=O)c2cc(C#CC3(O)CCCC3)cnc2O[C@H]1CN(C)C(=O)Cc1ccccc1	-7.1
C[C@H]1CN([C@@H](C)CO)C(=O)Cc2cc(NC(=O)C3CC3)ccc2O[C@@H]1CN(C)Cc1ccc2c(c1)OCO2	-6.3
CC(C)NC(=O)N(C)C[C@@H]1Oc2c(NC(=O)Nc3ccc4c(c3)OCO4)cccc2C(=O)N([C@H](C)CO)C[C@@H]1C	-0.9
COc1ccc(NC(=O)N(C)C[C@@H]2Oc3ccc(N(C)C)cc3CC(=O)N([C@@H](C)CO)C[C@@H]2C)cc1	8.4
C[C@H](O)C#Cc1ccc2c(c1)O[C@H](CN(C)C(=O)c1ccncc1)[C@@H](C)CN([C@H](C)CO)S2(=O)=O	15.9
CN(C)CCCNC(=O)C[C@@H]1CC[C@H](NC(=O)Cc2cccnc2)[C@@H](CO)O1	1.6
Cc1noc(C)c1NC(=O)N(C)C[C@H]1Oc2c(NC(=O)NC3CCCCC3)cccc2C(=O)N([C@H](C)CO)C[C@@H]1C	5.2
COc1ccc(CN(C)C[C@@H]2Oc3c(NC(=O)NC(C)C)cccc3C(=O)N([C@@H](C)CO)C[C@@H]2C)cc1	0.5
C[C@@H]1CN([C@@H](C)CO)C(=O)c2cc(NC(=O)c3ccncc3)ccc2O[C@@H](C)CCCCO[C@H]1CN(C)C(=O)CCCN(C)C	-48.3
CC(C)NC(=O)N(C)C[C@H]1Oc2ccc(NC(=O)C3CC3)cc2C(=O)N([C@H](C)CO)C[C@@H]1C	-5.5
Cc1ccc(S(=O)(=O)Nc2ccc3c(c2)C(=O)N([C@H](C)CO)C[C@@H](C)[C@H](CN(C)S(=O)(=O)c2ccc(Cl)cc2)OCCCC[C@@H](C)O3)cc1	-4.8
The results go on:
SMILES	NSD2 block
O=C(C[C@H]1C[C@@H]2c3cc(NC(=O)Nc4ccccc4F)ccc3O[C@@H]2[C@@H](CO)O1)NCC(F)(F)F	-1.3
C[C@@H]1CN([C@H](C)CO)S(=O)(=O)c2ccc(-c3ccncc3)cc2O[C@H]1CN(C)S(C)(=O)=O	-2.3
COc1ccc(S(=O)(=O)Nc2ccc3c(c2)C(=O)N([C@H](C)CO)C[C@@H](C)[C@@H](CN(C)Cc2ccc(C(F)(F)F)cc2)O3)cc1	-1.4
C[C@@H]1CN([C@@H](C)CO)C(=O)c2cccc(N(C)C)c2O[C@H]1CN(C)Cc1ccncc1	5.0
C[C@H]1CN([C@@H](C)CO)C(=O)CCCn2cc(nn2)CO[C@H]1CN(C)S(=O)(=O)c1ccc(-c2ccccc2)cc1	-1.4
COc1ccc(S(=O)(=O)N(C)C[C@@H]2OCCCC[C@@H](C)Oc3ccc(NC(=O)Cc4ccccc4)cc3C(=O)N([C@H](C)CO)C[C@@H]2C)cc1	8.0
C[C@H](CO)N1C[C@H](C)[C@@H](CN(C)C(=O)Nc2ccc(C(F)(F)F)cc2)OCCCC[C@H](C)Oc2ccc(NS(=O)(=O)c3ccc(Cl)cc3)cc2C1=O	-3.9
CC(C)NC(=O)Nc1ccc2c(c1)C(=O)N([C@@H](C)CO)C[C@@H](C)[C@@H](CN(C)C(=O)NC1CCCCC1)OCCCC[C@H](C)O2	-2.5
CCCN(C)C[C@@H]1Oc2ncc(C#CC3(O)CCCC3)cc2C(=O)N([C@H](C)CO)C[C@@H]1C	-1.1
C[C@H](O)C#Cc1cnc2c(c1)C(=O)N([C@H](C)CO)C[C@@H](C)[C@H](CN(C)Cc1ccc(-c3ccccc3)cc1)O2	2.1
O=C(O)c1ccccc1Nc1ccccc1	6.2
C[C@H]1CN([C@@H](C)CO)C(=O)Cc2cc(NC(=O)c3ccncc3)ccc2O[C@H]1CN(C)C(=O)Nc1ccc(C(F)(F)F)cc1	4.1
C[C@@H]1CCCCO[C@@H](CN(C)Cc2ccc(Cl)c(Cl)c2)[C@H](C)CN([C@H](C)CO)C(=O)c2cc(NC(=O)Nc3cccc4ccccc34)ccc2O1	3.1
CNC[C@@H]1Oc2ccc(NS(=O)(=O)c3c(C)noc3C)cc2C(=O)N([C@H](C)CO)C[C@H]1C	3.3
C[C@H]1CCCCO[C@H](CN(C)C(=O)CCCN(C)C)[C@@H](C)CN([C@@H](C)CO)C(=O)c2cc(N(C)C)ccc2O1	-5.0
COc1cc(OC)c(O[C@@H]2O[C@H](COC(=O)c3cc(O)c(O)c(O)c3)[C@@H](O)[C@H](O)[C@H]2O)c(OC)c1	41.2
C[C@@H]1CCCCO[C@@H](CN(C)C(=O)CCCN(C)C)[C@H](C)CN([C@H](C)CO)C(=O)c2cc(NC(=O)CCCN(C)C)ccc2O1	11.3
C[C@H](CO)N1C[C@H](C)[C@H](CN(C)C)Oc2cc(C#Cc3ccccn3)ccc2S1(=O)=O	3.5
CNC[C@@H]1Oc2c(NC(=O)Nc3ccccc3)cccc2C(=O)N([C@@H](C)CO)C[C@@H]1C	-0.2
CCCCCCC/C=N/NC(=O)CCCCCC(=O)O	1.8
CC(C)(C)OC(=O)CC[C@]12N=C(c3ccc(OCCCO)cc3)O[C@H]1c1ccccc1CN(Cc1ccccc1)C2=O	7.5
C[C@H](CO)N1C[C@H](C)[C@H](CN(C)S(=O)(=O)c2cccc(F)c2)Oc2ncc(C#Cc3cccc(F)c3)cc2C1=O	1.1
O=C(C[C@H]1C=C[C@H](NC(=O)c2cccnc2)[C@H](CO)O1)NCCN1CCCCC1	-0.9
Cc1noc(C)c1S(=O)(=O)Nc1ccc2c(c1)C(=O)N([C@H](C)CO)C[C@@H](C)[C@@H](CN(C)S(C)(=O)=O)O2	-10.9
C[C@@H]1CCCCO[C@@H](CN(C)Cc2ccc(Cl)c(Cl)c2)[C@@H](C)CN([C@H](C)CO)C(=O)c2cc(NS(=O)(=O)c3cccs3)ccc2O1	1.2
(more compounds)
SMILES	NSD2 block
C[C@@H]1CCCCO[C@@H](CN(C)C(=O)CCCN(C)C)[C@H](C)CN([C@H](C)CO)C(=O)c2cc(NC(=O)Nc3ccc4c(c3)OCO4)ccc2O1	0.2
O=C(C[C@@H]1C[C@H]2c3cc(NC(=O)C4CCOCC4)ccc3O[C@H]2[C@H](CO)O1)NCCN1CCCCC1	1.5
COc1ccc(NC(=O)N(C)C[C@@H]2Oc3c(NC(=O)CCCCCC(=O)Nc4ccccc4N)cccc3C(=O)N([C@@H](C)CO)C[C@@H]2C)cc1	4.2
C[C@@H]1CN([C@H](C)CO)C(=O)c2cccc(NC(=O)Nc3ccccc3)c2O[C@@H]1CN(C)CC1CCCCC1	2.4
Cc1ccc(S(=O)(=O)Nc2cccc3c2O[C@H](CN(C)C(=O)Nc2c(C)noc2C)[C@H](C)CN([C@H](C)CO)C3=O)cc1	-5.0
COc1c(F)c(F)c(C(=O)O)c(Nc2ccc(C)cc2C)c1F	-2.2
COc1ccc(S(=O)(=O)N(C)C[C@@H]2Oc3ccc(NS(=O)(=O)c4cn(C)cn4)cc3CC(=O)N([C@@H](C)CO)C[C@@H]2C)cc1	-2.0
C[C@@H]1CN([C@H](C)CO)C(=O)Cc2cc(NC(=O)C3CC3)ccc2O[C@@H]1CN(C)S(=O)(=O)c1cccs1	6.4
COc1ccc(S(=O)(=O)Nc2cccc3c2O[C@@H](CN(C)Cc2ccc(C(=O)Nc4ccccc4N)cc2)[C@H](C)CN([C@H](C)CO)C3=O)cc1	-7.0
CCCC#Cc1cnc2c(c1)C(=O)N([C@H](C)CO)C[C@H](C)[C@@H](CN(C)C(=O)c1ccc(F)cc1)O2	-6.4
C[C@H]1CCCCO[C@H](CN(C)S(=O)(=O)c2cccs2)[C@@H](C)CN([C@@H](C)CO)C(=O)c2cc(NC(=O)Nc3cccc4ccccc34)ccc2O1	-0.8
C[C@H]1CN([C@@H](C)CO)C(=O)Cc2cc(NC(=O)NC3CCCCC3)ccc2O[C@@H]1CN(C)Cc1ccccc1	-0.9
C[C@H]1CN([C@@H](C)CO)C(=O)c2cc(C#CCN(C)C)cnc2O[C@@H]1CN(C)C(=O)Cc1ccccc1	3.5
C[C@H]1CN([C@@H](C)CO)S(=O)(=O)c2ccc(C#CCN(C)C)cc2O[C@H]1CN(C)Cc1ccc2c(c1)OCO2	-4.4
C[C@H](CO)N1C[C@H](C)[C@@H](CN(C)CC2CC2)Oc2c(NC(=O)Nc3ccc4c(c3)OCO4)cccc2C1=O	4.5
COc1ccc(NC(=O)N(C)C[C@H]2Oc3ccc(NC(=O)Nc4ccc(C(F)(F)F)cc4)cc3C(=O)N([C@H](C)CO)C[C@H]2C)cc1	-11.2
O=C(C[C@@H]1C=C[C@H](NC(=O)c2ccncc2)[C@@H](CO)O1)NCCc1ccncc1	6.9
CN1CCN(C(=O)C[C@H]2CC[C@H](NC(=O)Nc3ccccc3F)[C@@H](CO)O2)CC1	7.9
C[C@@H]1CCCCO[C@@H](CN(C)S(C)(=O)=O)[C@H](C)CN([C@H](C)CO)C(=O)c2cc(NS(=O)(=O)c3cn(C)cn3)ccc2O1	-1.2
C[C@@H]1CCCCO[C@H](CN(C)C(=O)CCCN(C)C)[C@@H](C)CN([C@H](C)CO)C(=O)c2cc(NC(=O)CCCN(C)C)ccc2O1	0.2
CN(C)CC(=O)Nc1ccc2c(c1)[C@H]1C[C@@H](CC(=O)NCc3ccccc3F)O[C@H](CO)[C@H]1O2	1.5
COCC#Cc1cnc2c(c1)C(=O)N([C@H](C)CO)C[C@H](C)[C@H](CN(C)C(=O)Cc1ccccc1)O2	1.0
Cc1ccc(S(=O)(=O)Nc2ccc3c(c2)C(=O)N([C@H](C)CO)C[C@@H](C)[C@H](CN(C)S(=O)(=O)c2ccc(F)cc2)OCCCC[C@H](C)O3)cc1	1.7
CC(C)NC(=O)N(C)C[C@@H]1Oc2ncc(C#CC3(O)CCCC3)cc2C(=O)N([C@H](C)CO)C[C@@H]1C	-0.1
C[C@@H]1CN([C@H](C)CO)C(=O)c2cc(NS(C)(=O)=O)ccc2O[C@@H](C)CCCCO[C@@H]1CN(C)Cc1ccncc1	30.1
C[C@@H]1CN([C@H](C)CO)C(=O)Cc2cc(NS(C)(=O)=O)ccc2O[C@@H]1CN(C)C(=O)Nc1ccc(F)cc1	3.2
CC(C)NC(=O)N(C)C[C@H]1Oc2c(NC(=O)Nc3ccc4c(c3)OCO4)cccc2C(=O)N([C@@H](C)CO)C[C@H]1C	-4.9
C[C@@H]1CN([C@H](C)CO)C(=O)CCCn2cc(nn2)CO[C@H]1CN(C)S(=O)(=O)c1ccc2c(c1)OCCCO2	4.8
C[C@@H]1CCCCO[C@@H](CN(C)C(=O)Nc2ccccc2)[C@@H](C)CN([C@@H](C)CO)C(=O)c2cc(NC(=O)Nc3ccccc3)ccc2O1	-6.8

Assay outcomes (PubChem BioAssay)
